# mec2-1 = NCI yeast anticancer drug screen, S. cerevisiae mec2-1 strain; 79,000 tested, 9% active; growth inhibition, % at 50 µM;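 note: 0% = growth of vehicle-only cultures of the same strain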
#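 mec2-1 yeast strain, carrying an alteration in DNA damage repair or cell cycle control, was exposed to compounds; growth inhibition was measured relative to vehicle-treated controls.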
# yeast rad50 = NCI yeast anticancer drug screen, S. cerevisiae rad50 strain; % growth inhibition at 50 µM; 79,000 tested, 10% active; AID 155, 2004;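 note: 0% = growth of vehicle-only cultures of the same strain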
#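 Genetically altered yeast (DNA repair pathway); compound treatment; growth inhibition vs vehicle ctrl.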
# yeast sgs1 mgt1 = NCI yeast anticancer drug screen, S. cerevisiae sgs1 mgt1 strain; % growth inhibition at 50 µM; 78,000 tested, 10% active; AID 161, 2004;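 note: 0% = growth of vehicle-only cultures of the same strain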
#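 Percent growth inhibition was derived by comparing compound-exposed mutant yeast with vehicle-exposed cultures. The strain carries alterations in DNA damage repair.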
# yeast bub3 = NCI yeast anticancer drug screen, S. cerevisiae bub3 mutant strain; 78,000 tested, 9.9% active; % growth inhibition at 50 µM;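 note: 0% = growth of vehicle-only cultures of the same strain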
#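 Inhibition values come from growth of compound-treated mutant yeast normalised to vehicle-treated controls.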
# mlh1 rad18 = NCI yeast anticancer drug screen, S. cerevisiae mlh1 rad18 strain; % growth inhibition at 50 µM; 79,000 tested, 11% active; AID 175, 2004;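 note: 0% = growth of vehicle-only cultures of the same strain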
#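 Read-out is yeast growth inhibition, calculated against vehicle-only controls. The compound was applied to a strain engineered with DNA damage repair alterations.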
# cln2 rad14 = NCI yeast anticancer drug screen, S. cerevisiae cln2 rad14 strain; growth inhibition, % at 50 µM; 78,000 tested, 8.3% active;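 note: 0% = growth of vehicle-only cultures of the same strain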
#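 The screen exposed genetically defined yeast (cln2 rad14) to test compounds and scored growth inhibition relative to vehicle-treated controls.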
# * marks the source's active call; other numbers are inactive results. Cut-off read from the data, not from the text of the source: active = growth inhibition above about 70%; inactive = the rest. Hits appear at their usual frequency, and some 13% of all compounds hit somewhere here.
SMILES,mec2-1,yeast rad50,yeast sgs1 mgt1,yeast bub3,mlh1 rad18,cln2 rad14
CC1CCC(C(=O)O)CC1 (stereo not drawn),-9.0,-16.9,-2.0,-0.8,-14.2,21.8
O=C1NC(=S)N(c2ccccc2)C1=O,-7.7,-19.4,-24.2,-2.5,-11.8,-30.2
CSc1nc2cc(S(=O)(=O)N3CCCCC3)ccc2s1,-21.8,-34.5,-25.5,-89.3,-7.0,-52.6
COc1ccc(C(=O)C(=O)c2ccccc2)cc1,34.1,26.6,31.9,11.1,33.5,1.9
CCCCCN(CCCCC)C(=O)NC(=S)N(CCc1ccccc1)C(C)=O,8.8,6.1,32.6,-7.5,5.2,16.8
CC(C)OP(=O)(OC(C)C)c1nn(-c2ccc([N+](=O)[O-])cc2)c(=N)s1,-25.1,-21.9,-55.9,-26.4,-47.9,-33.7
CC(=O)Nc1c(C#N)ncn1C1OC(CO)C(O)C1O (stereo not drawn),2.4,-5.7,1.9,3.5,8.6,40.5
c1ccc(CSC(SCc2ccccc2)c2cccc3ccccc23)cc1,-26.6,-11.5,-27.1,10.4,-14.2,6.6
COP(=O)(OC)C(NC(=O)C(F)(F)F)(c1ccccc1)C(F)(F)F (stereo not drawn),-7.2,-28.1,-37.2,-16.9,-28.7,-8.0
O=C1C(O)CCN1C1CCCCC1 (stereo not drawn),-7.0,10.7,-0.3,4.5,0.2,-2.9
O=C1c2ccccc2C(=O)c2cc(Cl)ccc21,-22.9,-38.9,-29.7,17.3,-12.9,-37.4
CC(C)CCCC(C)C1CCC2C3CCC4CC(O)C(O)CC4(C)C3CCC12C (stereo not drawn),19.8,34.8,27.2,0.0,39.7,24.1

# Molecules listed so far that have a halogen, in the order listed:
SMILES,mec2-1,yeast rad50,yeast sgs1 mgt1,yeast bub3,mlh1 rad18,cln2 rad14
COP(=O)(OC)C(NC(=O)C(F)(F)F)(c1ccccc1)C(F)(F)F (stereo not drawn),-7.2,-28.1,-37.2,-16.9,-28.7,-8.0
O=C1c2ccccc2C(=O)c2cc(Cl)ccc21,-22.9,-38.9,-29.7,17.3,-12.9,-37.4

# The listing continues.
SMILES,mec2-1,yeast rad50,yeast sgs1 mgt1,yeast bub3,mlh1 rad18,cln2 rad14
O=C(/C=C/c1ccco1)c1ccccc1,0.1,41.3,17.2,21.2,63.1,0.1
COc1ccc(/C=C2\NC(c3ccccc3)OC2=O)cc1OC (stereo not drawn),11.8,6.1,10.1,5.8,13.3,10.0
N#Cc1c(-c2ccc(Cl)c(Cl)c2)c(-c2ccc(Cl)c(Cl)c2)nn(CCO)c1=O,97.6*,97.8*,97.5*,96.3*,97.5*,96.8*
COc1cccc2c(C(=O)O)cc(-c3ccc(Cl)cc3)nc12,0.8,7.8,19.1,6.9,15.9,15.2
CCC1(O)CC2CN(CCc3c([nH]c4ccccc34)C(C(=O)OC)(c3cc4c(cc3OC)N(C)C3C(O)(C(N)=O)C(O)C5(CC)C=CCN6CCC43C65)C2)C1 (stereo not drawn) (tested in a mixture with another compound),-21.1,-2.3,-0.3,1.1,20.7,2.7
O/N=C1\CCC2CCCCC12 (stereo not drawn),14.5,27.5,2.5,1.1,24.9,19.1
O=c1[nH]c2nc3ccccc3c(=O)n2/c1=C/c1ccc(O)cc1,2.3,9.6,-12.0,7.3,-19.8,8.9
CCNc1nnnn1CC,2.1,-2.5,-5.3,22.9,2.8,12.3
Cc1cn2cc(-c3ccncc3)nc2s1,7.4,23.9,-6.6,36.8,29.9,9.7
C[Si](C)(C)c1ccc(C(=O)O)cc1,12.6,7.3,-3.4,-18.3,10.2,3.2
CN(C(=O)Cc1ccccc1)n1cnn(CC(=O)OC(C)(C)C)c1=S,-22.0,-29.9,-17.9,-41.4,-7.5,-21.4
CC12CCC(c3cn[nH]c31)C2(C)C (stereo not drawn),20.8,16.1,19.9,-0.3,0.7,-6.6
CC(=O)OCCCC(C)Nc1ccnc2cc(Cl)ccc12 (stereo not drawn),-8.9,-8.2,-2.4,-7.9,11.3,19.9
COC(=O)CCNc1c(OC)ccc2ccccc12,3.9,22.1,11.8,28.4,-5.0,17.9
CNCCC(=O)c1ccccc1,-14.3,-20.9,-14.4,-17.6,2.2,-64.8
CCCCSc1n[nH]c(=O)nc1SC,48.6,47.1,46.5,52.4,50.9,73.8*
CN(C(=O)CC(=O)CP(=O)(c1ccccc1)c1ccccc1)c1ccccc1,-30.5,-29.1,-19.1,-32.5,-22.6,-60.1
CCCCOC(=O)C(C)OC(=O)OCC (stereo not drawn),24.8,28.8,18.4,7.7,17.4,13.8
Cn1cnc2ncn(CC(O)C(O)C(O)C(O)CO)c(=N)c21 (stereo not drawn),7.8,-11.2,-10.9,22.9,-0.9,-21.4
CCN(CC)C(=O)c1ccccc1C,-2.6,17.2,-9.7,-3.9,0.5,6.7
O=S(=O)(O)c1c(Cl)c(Cl)c(Cl)c(Cl)c1Cl,-15.3,-31.6,3.3,-3.8,6.3,-24.6
COc1cc(CC(OC)OC)no1,7.3,22.4,14.6,4.3,24.9,10.1
Cc1cc(N(CCC#N)CCC#N)ccc1/C(N=Nc1ccc(Cl)cc1)=N\NC(=O)c1ccccc1,-2.6,1.3,-0.5,-7.3,-31.1,-10.2
CC1COS(=O)(=O)CS(=O)(=O)O1 (stereo not drawn),-17.4,-61.2,-15.8,6.7,-16.1,-57.8
CC(C)/C(Cl)=N\OC(=O)Nc1ccc(C#N)cc1,52.0,-22.4,51.2,60.1,41.0,11.0
O=C(O)CCCNS(=O)(=O)c1ccc(S(=O)(=O)NCCCC(=O)O)cc1,0.6,0.2,5.2,3.5,22.9,13.8
COc1ccc(C(=O)CC2(O)C(=O)N(CN3CCOCC3)c3ccc(Br)cc32)cc1 (stereo not drawn),-22.4,-13.2,-2.8,-1.8,-9.7,10.2
NC(C(=O)O)C1CCCCC1 (stereo not drawn),-6.7,4.1,2.9,24.4,9.2,-21.1
O=C1NC(=O)C(Cc2ccco2)N1 (stereo not drawn),6.7,10.8,-7.8,-35.5,-5.2,-20.6
CCCCCC(=O)OCCOCCCC,4.0,2.0,-4.6,6.8,5.8,-35.4
CC(=O)NC1=NN(C(C)=O)C(C)(c2ccccc2)S1=O (stereo not drawn),-1.2,9.7,3.7,-4.0,14.7,10.0
CCc1nc(Nc2cccc(C)c2)c2cnn(-c3ccccc3)c2n1,-15.6,-0.8,-2.3,-3.0,-13.8,-22.5
CC(C)OCCCN,-7.2,1.9,-2.5,9.9,6.8,15.7
COC(c1ccccc1)c1ccccc1,4.9,-21.1,29.5,1.8,-8.0,-16.4
c1cc(-c2cnc(-c3ccc4c(c3)CCCO4)o2)ccn1,29.9,40.5,31.6,46.5,44.1,17.9
Cc1ccc(NC(=O)N2CCCCC2)cc1[N+](=O)[O-],-20.4,-2.8,30.9,13.2,22.6,5.0

# Laid out differently: results already given.
# Results follow in this order: mec2-1, yeast rad50, yeast sgs1 mgt1, yeast bub3, mlh1 rad18, cln2 rad14
- COC(=O)CCNc1c(OC)ccc2ccccc12
    3.9, 22.1, 11.8, 28.4, -5.0, 17.9
- O/N=C1\CCC2CCCCC12 (stereo not drawn)
    14.5, 27.5, 2.5, 1.1, 24.9, 19.1
- c1ccc(CSC(SCc2ccccc2)c2cccc3ccccc23)cc1
    -26.6, -11.5, -27.1, 10.4, -14.2, 6.6

# Continued:
SMILES,mec2-1,yeast rad50,yeast sgs1 mgt1,yeast bub3,mlh1 rad18,cln2 rad14
CC(C)(C)C(=O)OCC(=O)c1ccc(-c2ccccc2)cc1,-0.2,11.0,13.7,65.0,3.8,-4.6
Cc1ccc(NC(=O)Nc2nc3ccccc3s2)cc1NC(=O)Nc1nc2ccccc2s1,-12.8,-5.7,-0.4,5.7,-11.9,20.3
CCN(CC)/[N+]([O-])=N/O,-14.8,26.6,-2.4,15.8,16.1,-0.6
CC(=O)SC(C[N+](=O)[O-])c1ccccc1 (stereo not drawn),99.6*,99.2*,95.8*,95.2*,99.5*,31.1
COc1cc(/C=C/c2ccc(OC)c(OC)c2)oc(=O)c1,-6.1,-14.2,31.6,1.1,-4.7,28.4
CC/C(=C(\CC)c1ccc(OCCN2CCOCC2)cc1)c1ccc(OCCN2CCOCC2)cc1,70.5*,82.8*,89.0*,79.9*,87.8*,83.5*
O=Cc1nc2c3cccnc3ccc2n1Cc1ccccc1,-18.8,0.1,35.4,57.4,40.9,26.7
O=C1c2ccccc2C(=O)c2c1ccc1c2N=C(c2ccc(F)cc2)CC(c2ccc(Cl)c(Cl)c2)N1 (stereo not drawn),20.1,58.0,5.0,7.7,43.6,-14.7
C[n+]1cccc2cccc([N+](=O)[O-])c21,12.7,-7.2,16.7,6.0,22.4,21.6
O=C(/C=C/CBr)NC(Cc1ccccc1)C(=O)O (stereo not drawn),-8.6,-1.4,-18.1,15.6,-4.2,-4.0
CCCCOC(=O)c1ccc(NC(=O)Nc2ccc(F)c([N+](=O)[O-])c2)cc1,48.8,25.1,44.5,64.2,32.4,16.1
CCCC(=O)Oc1ccc(C(C)(C)C)cc1,6.8,38.7,15.2,20.4,5.5,10.8
c1ccc(-n2cccc2)cc1,7.0,7.4,9.2,-3.7,-11.6,-30.0
CCCCCCCCN1CSC(=S)N(c2ccc3[nH]c(=S)sc3c2)C1,17.6,48.9,34.0,5.2,35.5,27.9
O=C1OC(c2cccc(Cl)c2)=N/C1=C\C=C/c1ccccc1,-7.9,14.1,17.6,11.9,3.9,11.8
CC(=O)N1C(NN(C)C)CCN1c1ccccc1 (stereo not drawn),-28.9,36.0,13.6,-22.5,3.0,-4.8
COc1cc2ccccc2ccc1=O,8.0,13.4,-6.5,13.6,4.5,-3.5
CCCCC(=O)N1CCCCC1,4.8,-10.7,-11.3,10.3,-2.0,-9.3
CN(C)C(C#CCO)c1ccccc1 (stereo not drawn),-13.2,-30.5,1.4,-9.7,4.8,-3.5
N#[N+]c1ccc2c(S(=O)(=O)Nc3ccc(-c4ccc(NS(=O)(=O)c5cccc6c([O-])c([N+]#N)ccc56)cc4)cc3)cccc2c1[O-],-1.8,-9.0,14.9,9.4,25.2,15.8
Cc1nc(N)[nH]c(=O)c1CCO,-23.0,-1.3,-36.6,-15.1,-3.8,3.3
O=c1nc2n(c3ncccc13)CC=NN2,20.1,24.4,17.5,13.8,-1.6,4.2
CC1(C)OCC(C2OC3OC(C)(C)OC3C2OP(=O)(N2CC2)N2CC2)O1 (stereo not drawn),-31.4,-16.1,-38.9,-70.8,-73.4,-49.2
Cc1ccc(OS(=O)(=O)c2ccc(C)cc2)cc1,19.2,-1.8,27.9,48.1,29.4,-104.5

# Record cards (already shown). Order of values: mec2-1, yeast rad50, yeast sgs1 mgt1, yeast bub3, mlh1 rad18, cln2 rad14
# CC1(C)OCC(C2OC3OC(C)(C)OC3C2OP(=O)(N2CC2)N2CC2)O1 (stereo not drawn) as listed: -31.4, -16.1, -38.9, -70.8, -73.4, -49.2
# CN(C)C(C#CCO)c1ccccc1 (stereo not drawn) as listed: -13.2, -30.5, 1.4, -9.7, 4.8, -3.5
# c1ccc(-n2cccc2)cc1 as listed: 7.0, 7.4, 9.2, -3.7, -11.6, -30.0
# CCCCC(=O)N1CCCCC1 as listed: 4.8, -10.7, -11.3, 10.3, -2.0, -9.3

# The list continues:
SMILES,mec2-1,yeast rad50,yeast sgs1 mgt1,yeast bub3,mlh1 rad18,cln2 rad14
CCC(C)(C)c1ccc(OCCOC(C)=O)cc1,-11.8,3.1,26.1,18.7,23.1,-13.7
O=C1C=CC(=O)C2CC=CCC12 (stereo not drawn),50.4,24.2,1.7,4.5,26.1,-6.2
CCCOC(=O)CNC(=O)OC(C)(C)C,14.8,17.6,1.1,-5.0,-4.3,0.6
Oc1ccc2ccccc2c1C=NCCS,6.2,24.9,2.7,-3.4,3.1,-25.6
CCCCOC(=O)C1CCCC1=O (stereo not drawn),-31.9,-14.6,-2.1,-43.1,9.1,1.4
COc1cc(OC)c(OC)cc1/C=C\c1nccc2ccccc12,92.5*,92.9*,93.7*,91.3*,94.2*,65.4
O=C(O)/C=C/SCCC(=O)O,-9.8,-2.5,-4.0,-7.7,13.2,-32.5
CC(=O)Nc1ccc(NS(=O)(=O)c2ccc3nc(C)n(NS(=O)(=O)c4ccc(NC(C)=O)cc4)c(=O)c3c2)cc1,38.0,29.1,29.1,39.2,15.3,15.4
O=C(C=C(c1ccccc1)c1ccccc1)NC(=O)C=C(c1ccccc1)c1ccccc1,5.0,-6.3,-8.4,-14.3,4.2,-16.9
CCCCCCCCCCCNC=O,91.3*,89.9*,92.5*,89.4*,88.6*,88.0*
CCCCCCCCCCCCCCCCC1(c2ccccc2)NC(=O)NC1=O (stereo not drawn),0.3,-16.6,-5.9,-0.1,-3.2,-16.1
CCOc1ccc(-n2nnc3c(N)nc(N)nc32)cc1,-28.3,5.8,-16.9,-27.6,-53.4,-3.4
COc1ccc(NC(=O)Oc2ccc3ccccc3c2)c(OC)c1,10.5,25.8,13.2,25.1,16.4,11.9
O=C1C2C3C4C5C(C2C5(Br)C32OCCO2)C14Br (stereo not drawn),34.1,-8.7,30.1,5.3,36.4,10.2
